High-throughput results deposited in PubChem by National Center for Advancing Translational Sciences (NCATS).
TexasRed fluor – alters Texas Red total fluorescence, flagging assay interference | TRb/SRC2 Texas Red total fluorescence interference | Potency, µM (doses to about 106 µM), without a hit: at the top dose fluorescence change, negative = quenching | 280,000 compounds, 0.29% hits; active = well fitted curve in either direction with a large enough effect; inconclusive = small, poorly fitted or top-dose-only effect; also: % is scaled to controls: 0 for no effect and ±100 for the full control effect
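Human TRβ ligand-binding domain (0.6 uM) and Texas Red SRC2 peptide (20 nM) in Tris buffer with 1 uM T3 and 5% DMSO were incubated with pinned compound for 5 hr at ambient temperature. Total fluorescence was computed as S + 2P (555/632 nm).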
TRb SRC2 PPI – inhibitors of human thyroid hormone receptor beta-SRC2 interaction. TRbeta-SRC2 peptide binding, fluorescence polarization; receptor liganded with 1 µM T3. Potency, µM (series often up to 106 µM), for inactives: at the highest dose activity change, negative = inhibition, usual class: inhibitors. 280,000 compounds, 0.065% hits;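 also: plate controls were bound peptide for no effect and peptide without receptor for full effect; nearly all actives have a fitted effect of over 50% in size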
Target sequence (P10828 whole entry, looked up): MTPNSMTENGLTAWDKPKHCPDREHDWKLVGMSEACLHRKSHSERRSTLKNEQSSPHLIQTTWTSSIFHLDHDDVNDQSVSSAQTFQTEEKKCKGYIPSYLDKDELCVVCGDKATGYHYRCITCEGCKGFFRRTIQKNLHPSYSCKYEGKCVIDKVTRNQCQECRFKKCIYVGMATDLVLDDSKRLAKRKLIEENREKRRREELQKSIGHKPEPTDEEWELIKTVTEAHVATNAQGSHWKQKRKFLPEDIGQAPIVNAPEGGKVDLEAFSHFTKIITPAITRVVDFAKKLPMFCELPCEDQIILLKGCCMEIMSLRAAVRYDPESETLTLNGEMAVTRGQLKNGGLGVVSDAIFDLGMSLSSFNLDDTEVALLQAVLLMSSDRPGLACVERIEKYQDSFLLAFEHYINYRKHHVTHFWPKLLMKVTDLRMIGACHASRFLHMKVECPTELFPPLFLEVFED
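A fluorescence polarization screen tested compounds at multiple concentrations against complex formation between 0.6 uM TRb ligand-binding domain and 20 nM Texas Red SRC2 peptide, with 1 uM T3 present; readout after 5 hr.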
HTT cytoprotect – protects HTT-Q103 PC12 cells, measured by ATP; AID 1471; Potency, µM (highest dose often 56.4 µM), without a hit: cytoprotection (ATP increase), usual class: activators; PC12 HTT-Q103 induced, cytoprotection, ATP luminescence, 40 h; 230,000 compounds, 0.14% hits;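 also: % of control where 0% means no effect; nearly all actives have a fitted effect of over 45% in size; toxic huntingtin expression switched on by the ecdysone agonist tebufenozide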
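Compounds added alongside 100 nM tebufenozide, which induces toxic Q103 huntingtin exon 1-GFP in stable PC12 cells; surviving cells quantified by luminescent ATP measurement. Medium: phenol red-free DMEM, 5% equine and 5% calf serum.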
L3MBTL1 inh – inhibitors of human L3MBTL1; AlphaScreen L3MBTL1–H3K9me1 peptide binding; 230,000 compounds, 0.66% hits; Potency, µM (titrated, usually from 57.1 µM), for inactives: at the top dose activity, negative = inhibition, most hits filed as inhibitors; Q9Y468; AID 485360; also: % is scaled to controls: 0 for no effect and ±100 for the full control effect; nearly all actives have a fitted effect of over 60% in size
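L3MBTL1 (50 nM) pre-complexed 30 min with biotinylated H3(1-15)K9me1 peptide (75 nM), then compounds added for 30 min at room temperature; AlphaScreen streptavidin donor/nickel chelate acceptor beads (10 ug/mL final) read after 30 min dark incubation.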
Tau fibril ThT – tau fibrillization inhibition (ThT binding). Potency, µM (titrated, usually from 57.4 µM), without a hit: top-dose activity, negative = inhibition, most hits filed as inhibitors. AID 1460. P10636. 270,000 compounds, 2.1% hits. recombinant tau K18 P301L, heparin-induced fibrillization, ThT fluorescence; also: % is scaled to controls: 0 for no effect and ±100 for the full control effect; nearly all actives have a fitted effect of over 55% in size
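Tau K18 P301L fragment (15 uM unlabeled plus 0.24 uM Alexa 594-labeled) in 100 mM sodium acetate pH 7 with compound, fibrillization induced by 20 uM heparin for 6 hr at 37 C. Thioflavin T (30 uM) added, fluorescence read after 1 hr (ex 450, em 510 nm).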
Tau fibril FP – blocks human tau fibril formation measured by polarization; 280,000 compounds, 0.39% hits; Potency, µM (doses to about 57.7 µM), for the others: at the highest dose activity, negative = inhibition, most hits filed as inhibitors; P10636; K18 P301L tau heparin fibrillization, Alexa594 FP, 6 h; AID 1468; also: % is scaled to controls: 0 for no effect and ±100 for the full control effect; nearly all actives have a fitted effect of over 55% in size
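Steps: dispense K18 P301L tau (15 uM plus 0.24 uM Alexa 594 tracer, final) in pH 7 sodium acetate; add compound; add heparin (20 uM final); incubate 6 hr, 37 C; add ThT (30 uM final); after 1 hr ambient, read FP.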
Tau fluor cs – counter-screen for tau fibril formation inhibitors | tau K18 P301L (four-repeat tau fragment) Alexa594 fluorescence, heparin fibrillization | Potency, µM (series often up to 57.7 µM), for the others: top-dose activity change, negative = decrease | 280,000 compounds, 0.93% hits | AID 1463; also: % is scaled to controls: 0 for no effect and ±100 for the full control effect; nearly all actives have a fitted effect of over 55% in size
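Human K18 P301L tau (15 uM unlabeled plus 0.24 uM Alexa 594-labeled, final) in 100 mM sodium acetate pH 7 was mixed with compound and 20 uM heparin and incubated 6 hr at 37 C.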
RECQ1 inh – RECQ1 (human) helicase inhibition. P46063. RECQ1 DNA unwinding, red fluorescence kinetic read. Potency, µM (titrated, usually from 57.3 µM), inactives show at the top dose activity, negative = inhibition, actives largely listed as inhibitors. 240,000 compounds, 0.54% hits;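 also: plate controls were vehicle for no effect and no enzyme for full effect; nearly all actives have a fitted effect of over 30% in size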
Target sequence (P46063 whole entry, looked up): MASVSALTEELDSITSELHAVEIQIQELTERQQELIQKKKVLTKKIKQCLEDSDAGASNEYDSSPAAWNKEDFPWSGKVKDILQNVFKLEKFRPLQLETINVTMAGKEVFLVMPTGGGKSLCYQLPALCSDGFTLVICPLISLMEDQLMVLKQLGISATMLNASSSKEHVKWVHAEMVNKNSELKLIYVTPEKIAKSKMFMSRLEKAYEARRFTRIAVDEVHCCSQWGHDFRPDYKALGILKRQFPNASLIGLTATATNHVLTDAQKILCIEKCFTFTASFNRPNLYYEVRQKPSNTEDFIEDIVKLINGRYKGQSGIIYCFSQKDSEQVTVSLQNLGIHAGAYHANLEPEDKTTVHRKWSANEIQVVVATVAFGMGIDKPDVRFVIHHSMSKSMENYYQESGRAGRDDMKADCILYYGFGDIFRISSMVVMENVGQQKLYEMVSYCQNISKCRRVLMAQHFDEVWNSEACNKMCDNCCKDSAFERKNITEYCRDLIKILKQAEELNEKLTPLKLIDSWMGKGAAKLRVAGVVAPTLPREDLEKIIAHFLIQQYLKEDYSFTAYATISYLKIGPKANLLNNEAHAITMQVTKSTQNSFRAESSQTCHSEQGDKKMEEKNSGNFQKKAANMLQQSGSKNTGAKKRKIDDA
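RECQ1T1 50 nM; forked duplex (20 bp + 30-nt ss tails) 200 nM, ATP 2 mM final; pH 8.0, 2 mM MgCl2, 2.5 ug/ml poly(dI-dC); 15 min compound preincubation; discontinuous kinetic read over 2 h at RT.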
* = called active by the depositor; i = inactive; ? = inconclusive; . = not tested or not shown; & = joins results of further samples; [ ] = dose if it differs, or a comment. Unless noted, calls follow the shape of the dose curve; as a rule, active = well fitted curve in the direction sought with a large enough effect; inconclusive = small, poorly fitted or top-dose-only effect, or another doubt; inactive = no such curve, though single readings can be large; an effect the other way counts as inactive or inconclusive. Potency is read from the fitted curve at half-maximal effect.

smiles | TexasRed fluor | TRb SRC2 PPI | HTT cytoprotect | L3MBTL1 inh | Tau fibril ThT | Tau fibril FP | Tau fluor cs | RECQ1 inh
COC(=O)NC(/C(C(=O)OC)=C(\C)NCc1ccccc1)c1ccc2ccccc2c1 (configuration not stated) | -1%[11.2 µM] | 3%[11.2 µM] | -2%[10 µM] | . | ? | 5%[11.6 µM] | -11%[11.6 µM] | -3%[11.5 µM]
CCOC(=O)Cn1nc(C)n(-c2ccc(Br)cc2)c1=O | -3% | -2% | -11% | 9% | 7% | -6% | 7% | i
CSc1ccc(N2CCN(CCCNC(=O)Nc3ccccc3F)CC2)cc1 | -1% | -4% | 0% | . | ? | 13% | ? | 1%
CO[C@H]1COC(=O)[C@@H](Cc2ccccc2)NC(=O)[C@@H](C)COC(=O)CCC[C@@H]1C | 2%[11.2 µM] | 7%[11.2 µM] | ? | . | -13%[11.5 µM] | -1%[11.6 µM] | -15%[11.6 µM] | i[11.5 µM]
O=C(CSc1nccc(=O)[nH]1)c1cc2ccccc2o1 | -3% | 6% | 10%[10 µM] | -12% | ? | ? | -13% | -6%
COc1cccc(C(=O)Nc2ccc(S(=O)(=O)Nc3onc(C)c3C)cc2)c1 | -3% | -15% | -2% | 7% | 0% | 2% | -7% | i
Cc1ccc(SCC(=O)Nc2ccc(F)cc2[N+](=O)[O-])cc1C | -5% | 7% | . | ? | -17% | 12% | ? | -17%
COc1ccc(Br)c2oc(SC)cc(=O)c12 | -3%&-1% | 4%&7% | 8% | -7% | -30%[81.4 µM] | 2%[81.3 µM] | -24%[81.3 µM] | -7%[81.1 µM]
N[C@@H](Cc1ccc(F)cc1)C(=O)O | -4% | 1% | . | . | -7% | 0% | -5% | -2%
Cc1ccc(/C=C/C(=O)Nc2ccc(N(C)C)cc2)o1 | 0% | -12% | 0%[10 µM] | -25% | 8.9µM* | 3% | -26% | -1%
CCC(C(=O)Nc1ccccc1)c1ccccc1 (configuration not stated) | -2% | 4% | -5%[10 µM] | 5% | 6% | 5% | 11% | -15%
Cc1cc(NC(=O)CSc2nnc(-c3ccco3)o2)no1 | -1% | -4% | -24%[0.074 µM] | . | -6% | -6% | -2% | -9%
CCOc1ccc(NC(=O)C(CC(=O)O)Cc2ccccc2)cc1 (configuration not stated) | 0% | -5% | -15% | 4% | -5% | 2% | -2% | i
O=C(COC(=O)C1=COCCO1)NC(=O)c1ccc(OC(F)F)cc1 | 1% | 3% | -3% | 20% | 0% | 10% | 3% | -4%
CCCCCc1c(O)c2ccccc2[nH]c1=O | -2% | 0% | -9%[10 µM] | -2% | 2% | -11% | -4% | -3%
CCCCN(CC)C(=O)c1ccccc1Oc1ccccc1 | -2% | -3% | -18%[10 µM] | 4% | ? | -2% | -7% | i
CC1Cc2ccccc2N1S(=O)(=O)c1c(N)n(C)c(=O)n(C)c1=O (configuration not stated) | -6% | -1% | 7% | . | -2% | 9% | -1% | -2%
COc1ccc(Cn2c3nc4ccccc4nc3c3c(=O)n(Cc4ccco4)c(C)nc32)cc1 | -3% | 14% | -64%[inhibitor][0.074 µM] | . | ? | -6% | -8% | 3.5µM*
CC(C)OCc1cc(CN2CCN(c3cccc(C(F)(F)F)c3)CC2)c(O)c2ncccc12 | -4% | -10% | . | . | -14% | 7% | -20% | .
CCNc1nc(NC(C)C)nc(Nn2cnnc2)n1 | -1% | -4% | -14% | . | 1% | 2% | 4% | -2%
CCNC(=O)/C(=C/c1ccc2c(c1)OCO2)NC(=O)c1ccc(Br)cc1 | 3% | 10% | 9% | 6% | 12% | 0% | 6% | -13%
O=C(Nc1cccc(S(=O)(=O)N2CCOCC2)c1)c1ccc(Cl)c([N+](=O)[O-])c1 | -6% | 0% | -16%[10 µM] | -14% | ? | -3% | ? | 3%
Cc1ccc(S(=O)(=O)N(CC(=O)NCc2ccncc2)C2CCCCC2)cc1 | -8% | -1% | -21%[10 µM] | -2% | 7% | -4% | 2% | i
NC(=S)N/N=C/c1ccc(-c2cc(Cl)c(Cl)cc2Cl)o1 | -3% | -3% | 18%[10 µM] | -1% | -15% | -3% | -28% | i
CC(C(N)=O)N1c2cccc3cccc(c23)S1(=O)=O (configuration not stated) | 0% | -4% | 4% | 4%[11.4 µM] | 0% | -6% | -3% | i
CC(C)Cc1nnc(NC(=O)CSc2nc(O)c(Cc3ccccc3)c(=O)[nH]2)s1 | 2% | -5% | . | 15% | ? | 0% | -2% | -1%
CCCCn1c(=N)n(CC(=O)O)c2ccccc21 | -4% | -1% | . | 12% | 3% | 8% | 11% | i
O=S(=O)([N-]c1nc2ccccc2nc1-[n+]1ccccc1)c1ccc(Cl)cc1 | 0% | 0% | -11% | -2% | -1% | 0% | -1% | 1%
Cc1cccc(-n2cc(-c3ccccc3)nc2SCC(=O)Nc2ccccc2Cl)c1 | ? | -1% | . | . | 3% | -9% | -5% | .
COc1ccccc1CNC(=O)c1ccc(OCC2CCCO2)cc1 (configuration not stated) | -2% | 2% | 2%[10 µM] | 9% | -3% | -5% | -1% | -5%
CCN(CC)c1nc(N2CCOCC2)c(C#N)c2c1CN(C)CC2 | -1% | -3% | -2% | 0% | -6% | -3% | -3% | 0%
COc1ccc(CN2CCN(C(=O)c3ccco3)CC2)cc1OCc1ccccc1 | -1% | -8% | -3% | -5% | -11% | 5% | -11% | 2%
O=C1CC(c2ccco2)=Nc2ccccc2N1 | 0% | 0% | -27%[10 µM] | -21% | -6% | 0% | -2% | -12%
CC(Sc1ccc2c(c1)OCCO2)C(=O)Nc1ccc(N2CCOCC2)cc1 (configuration not stated) | -6% | -7% | -1%[10 µM] | 22% | 5% | -10% | 6% | 7%
C=CCSc1nc(=O)n2ccccc2n1 | -1% | -4% | 11% | . | 1% | 1% | 4% | -2%
Cc1cccc(NC(=O)c2c(Br)sc3c2CCCC3)c1 | ? | -1% | . | . | -7% | ? | -9% | .
O=C(CCc1ccccc1)NCc1ccc2c(c1)CCN2C(=O)c1ccccc1 | 2% | -2% | . | . | -2% | -4% | -9% | .
O=C(O)CC[C@@H](C(=O)O)N1C(=O)c2ccccc2C1=O | 0%&-1% | 13%&-7% | -1%[10 µM] | . | 1%&1% | -2%&-3% | -2%&2% | -5%
CC(=O)c1ccc(NC(=O)CSc2ccc3nc(-c4ccccc4)cn3n2)cc1 | -1% | -7% | . | . | 7% | ? | -27% | .
COC(=O)c1ccc(NC(=O)CSc2nnc(CNc3ccc(OC)cc3)n2C)cc1 | 1% | 4% | -13%[10 µM] | 2% | ? | -12% | -26% | 10%

Part of the list above, with two lines to a compound:
Value order: TexasRed fluor	TRb SRC2 PPI	HTT cytoprotect	L3MBTL1 inh	Tau fibril ThT	Tau fibril FP	Tau fluor cs	RECQ1 inh
- Cc1ccc(S(=O)(=O)N(CC(=O)NCc2ccncc2)C2CCCCC2)cc1
→ -8%	-1%	-21%[10 µM]	-2%	7%	-4%	2%	i
- O=S(=O)([N-]c1nc2ccccc2nc1-[n+]1ccccc1)c1ccc(Cl)cc1
→ 0%	0%	-11%	-2%	-1%	0%	-1%	1%

Next records
smiles | TexasRed fluor | TRb SRC2 PPI | HTT cytoprotect | L3MBTL1 inh | Tau fibril ThT | Tau fibril FP | Tau fluor cs | RECQ1 inh
CC1(C)CC2CC(C)(CN2CC(O)COc2ccccc2)C1 (configuration not stated) | 0% | 4% | -17% | . | -6% | 3% | -5% | i
CCOc1ccc(C(=O)N(C)C2CCS(=O)(=O)C2)cc1 (configuration not stated) | -1% | 0% | -16%[0.074 µM] | 9% | -2% | 14% | 9% | -6%
CCOC(=O)C1=C(C)NC(=S)N(C(C)=O)C1c1ccccc1 (configuration not stated) | 0% | 6% | -10%[10 µM] | -4% | -7% | -15% | -3% | -8%
Cc1ccc(NC(=O)CSc2nccn2-c2ccccc2)cc1 | -2% | 1% | . | . | 5% | -2% | -8% | .
COCc1cc(C)nc(SCc2nc3ccccc3c(=O)[nH]2)c1C#N | -3% | -4% | -73%[inhibitor] | . | -17% | 0% | -10% | -2%
O=C(CSc1nnc(-c2ccco2)n1-c1ccccc1)N1CCOCC1 | 2% | 12% | 5% | -4% | -2% | 2% | 2% | 1%
COc1ccccc1N1CCN(C(=O)COc2cc(C)cc(C)c2)CC1 | -1% | -2% | -26% | 7% | -14% | 1% | -16% | i
COc1cc(OC)cc(-c2cc(N)n(S(=O)(=O)Cc3ccccc3)n2)c1 | -2% | -15% | 7% | . | -9% | 2% | -21% | -12%
CCN(CC)C(=O)CSc1nc2cc3c(cc2c(=O)n1CCCCCC(=O)NCc1ccc(OC)cc1)OCO3 | 0%&-4% | 2%&2% | -84%[inhibitor] | . | -4%&2% | 1%&1% | -10%&0% | 1%
CC(=O)c1ccc(NC(=S)NCCc2ccc(S(N)(=O)=O)cc2)cc1 | -2% | -2% | -13% | -11% | ? | 8% | -11% | -7%
O=C(O)c1sccc1SCc1ccc(Cl)c(Cl)c1 | 1% | -4% | -9% | 0% | ? | -7% | 2% | 13%
COc1ccccc1/C=C/C=N/n1c(-c2ccc(F)cc2)n[nH]c1=S | -1% | 6% | -3%[10 µM] | -15% | -4% | -3% | -17% | -11%
NS(=O)(=O)c1ccc(Nc2nc(-c3ccc(O)cc3O)cs2)cc1 | -15% | -25% | 15% | . | 6.3µM* | 9% | 14µM*[quencher] | -18%
CCOC(=O)N1CCN(C(=O)CN(c2cc(Cl)ccc2OC)S(=O)(=O)c2ccccc2)CC1 | -5% | -1% | -11% | 1% | -5% | 4% | -3% | -9%
O=C(CCC(=O)c1cccs1)NCc1ccc(F)cc1 | 0% | 1% | -3% | . | -6% | 1% | -3% | i
COc1cccc(C(=O)Nc2cc3cc(OC)ccc3oc2=O)c1 | -2% | -9% | . | . | ? | -21% | -9% | .
CCN1C(=O)C(CC(=O)Nc2ccccc2)S/C1=N\c1ccccn1 (configuration not stated) | -1% | 1% | 1% | 10% | 5% | 1% | 0% | -2%

Only part of the results is shown. The share of hits here may be higher or lower than overall.
